GCN5L2 inh – blocks human GCN5L2 histone acetyltransferase; Q92830; GCN5L2 HAT assay, ThioGlo1 CoA-SH fluorescence; Potency, µM (titrated, usually from 58.9 µM), for inactives: at the top dose activity change, negative = inhibition, most hits filed as inhibitors; hit rate 0.21% among 390,000
Target sequence (Q92830 whole entry, looked up): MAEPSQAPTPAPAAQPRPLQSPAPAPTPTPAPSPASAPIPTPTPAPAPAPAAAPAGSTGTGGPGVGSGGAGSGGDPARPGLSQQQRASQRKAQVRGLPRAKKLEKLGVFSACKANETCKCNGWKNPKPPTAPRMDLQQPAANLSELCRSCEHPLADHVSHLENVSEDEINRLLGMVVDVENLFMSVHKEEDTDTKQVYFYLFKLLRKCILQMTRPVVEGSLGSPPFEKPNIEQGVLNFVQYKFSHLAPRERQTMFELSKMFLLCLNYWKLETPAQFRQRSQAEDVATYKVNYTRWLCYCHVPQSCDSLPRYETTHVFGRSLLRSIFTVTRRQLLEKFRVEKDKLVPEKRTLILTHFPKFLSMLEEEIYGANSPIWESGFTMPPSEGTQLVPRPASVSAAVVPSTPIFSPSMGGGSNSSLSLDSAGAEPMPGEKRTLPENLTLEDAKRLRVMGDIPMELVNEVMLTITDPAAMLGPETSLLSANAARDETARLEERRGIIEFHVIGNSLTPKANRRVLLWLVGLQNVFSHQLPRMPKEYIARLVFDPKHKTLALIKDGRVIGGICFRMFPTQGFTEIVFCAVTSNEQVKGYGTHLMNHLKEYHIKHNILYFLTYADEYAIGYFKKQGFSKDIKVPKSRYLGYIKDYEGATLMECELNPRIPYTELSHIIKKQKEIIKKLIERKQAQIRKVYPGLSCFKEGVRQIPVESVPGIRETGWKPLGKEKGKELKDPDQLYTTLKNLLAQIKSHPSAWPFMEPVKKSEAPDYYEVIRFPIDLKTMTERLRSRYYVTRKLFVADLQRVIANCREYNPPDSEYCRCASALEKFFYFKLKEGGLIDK
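Fluorescence readout, Ex340nm/Em540nm: ThioGlo1 (50uM final) reacts with free CoA thiol released as 20nM GCN5L2 acetylates H3(1-25) peptide (75uM) using acetyl-CoA (70uM). Compound and enzyme sat 15 min beforehand; 20 min room-temperature reaction.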
TDP1 cell noCPT – qHTS for Inhibitors of human tyrosyl-DNA phosphodiesterase 1 (TDP1): qHTS in cells in absence of CPT; hit rate 15% among 420,000; AID 686978, 2013; DT40 Tdp1-/- hTDP1 cells, no CPT, ATP luminescence, 48 h; Potency, µM (titrated, usually from 46.2 µM), for inactives: at the highest dose activity change, negative = growth inhibition, usual class: inhibitors; also: nearly all actives have a fitted effect of over 55% in size
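Luminescent ATP content (CellTiter-Glo) served as the growth readout. Knockout chicken DT40 cells expressing human TDP1 were exposed to compounds without camptothecin for a minimum 48 hr at 37 °C.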
TDP1 inh – TDP1 (human) enzyme inhibition; Q9NUW8; recombinant TDP1, AlphaScreen DNA substrate cleavage; Potency, µM (highest dose often 130 µM), for inactives: at the top dose activity change, negative = inhibition, actives largely listed as inhibitors; hit rate 0.28% among 350,000; AID 485290; also: nearly all actives have a fitted effect of over 40% in size
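Compounds were preincubated with Tdp1 (1 nM final) for 15 min at room temperature before substrate (15 nM final) started a 5 min reaction; beads (10 ug/ml final) were then added for 10 min before AlphaScreen detection.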
Active calls of the source: *; ? = inconclusive; nt = no result given; & = joins results of further samples; [ ] = another dose, or the depositor's remark. Calls follow the shape of the dose curve; as a rule, active = well fitted curve in the direction sought with a large enough effect; inconclusive = small, poorly fitted or top-dose-only effect, or another doubt; inactive = no such curve, though single readings can be large; an effect the other way counts as inactive or inconclusive. % is scaled to controls: 0 for no effect and ±100 for the full control effect; potency is read from the fitted curve at half-maximal effect. The list is partial. The share of hits here may be higher or lower than overall.

1	COc1ccc2c(Cl)c(C(=O)OCC(=O)c3ccc4c(c3)NC(=O)CO4)sc2c1Cl
2	CC12COC3(C(=O)Nc4ccc(F)cc4)CC1CCC32C (stereo unspecified)
3	COc1ccc(C(CCNCc2ccc(N(C)C)cc2)C(C)C)cc1 (stereo unspecified)
4	CN(c1ccc(OCCOc2ccccc2Cl)cc1)S(=O)(=O)c1ccccc1
5	Cc1cc(C)nc(SCC(=O)N/N=C/c2cc(C)n(-c3ccccc3C)c2C)n1
6	Cc1cc(Cl)ccc1OCC(=O)N(Cc1cccs1)C1CCS(=O)(=O)C1 (stereo unspecified)
7	COc1ccc(C(=O)N2CCN(c3ccc([N+](=O)[O-])c(NCCc4ccc(OC)c(OC)c4)c3)CC2)cc1
8	COc1cc(SC)ccc1C(=O)N1CCn2c3c(c4cc(C)ccc42)CCCC31 (stereo unspecified)
9	O=C(CN1C(=O)C2C3C=CC(C3)C2C1=O)Nc1ccc2nccnc2c1 (stereo unspecified)
10	COc1ccc(S(=O)(=O)Nc2cc(C(=O)NCCCOC(C)C)ccc2N2CCOCC2)cc1
assay / entry	1	2	3	4	5	6	7	8	9	10
GCN5L2 inh	8%	-7%	-4%	-4%	-2%	-1%	-6%	-6%	-5%	-9%
TDP1 cell noCPT	0%	?	7.3µM*	2.9µM*	?	?	2.6µM*	?	?	-27%
TDP1 inh	nt	-2%	11%	-6%	-5%	1%	5%	1%	2%	4%

11	O=C(NCc1ccc2c(c1)OCO2)c1ccc(CSCc2ccc(Cl)cc2)o1
12	Cc1cc(OCCNCCO)cc(C)c1Cl
13	Cc1ccc(S(=O)(=O)NCc2c(-c3ccccc3)noc2C)cc1
14	CCN=C1SC(CC(=O)NC(C)C)C(=O)N1CC (stereo unspecified)
15	O=C(CCn1c(=O)c2cccn2c2cccnc21)NCc1ccccc1Br
16	COc1ccc(C(C(=O)NC2CCCCC2)N(Cc2cccs2)C(=O)Cc2c[nH]c3ccccc23)cc1 (stereo unspecified)
17	Cc1onc(-c2ccccc2)c1C(=O)Nc1ccccc1NC(=O)c1c(-c2ccccc2)noc1C
18	CCOC(=O)CSc1nnc(-c2ccoc2C)n1-c1ccc(C)cc1
19	Cc1ccccc1Cn1c(=O)n(CC2CCC(C(=O)NCCc3ccccc3)CC2)c(=O)c2ccccc21 (stereo unspecified)
20	COc1ccc(CC(=O)N2CCc3ccccc3C2)cc1
assay / entry	11	12	13	14	15	16	17	18	19	20
GCN5L2 inh	-9%	-10%	-14%	2%	-8%	-8%	-8%	-2%	-7%	0%
TDP1 cell noCPT	?	?	-23%	-3%	-17%	18µM*	18µM*	-7%	29µM*	6%
TDP1 inh	2%	-2%	-3%	0%	5%	5%	0%	2%	1%	nt

21	CC(C)CCNC(=O)CCCCn1c(=O)[nH]c2ccsc2c1=O
22	O=C(CCCc1ccccc1)NCc1ccc(Cl)cc1
23	Cn1c(SCc2ccc(F)cc2)nc2ccc(C(=O)NCc3cccc(Cl)c3)cc21
24	COc1cc(C2c3c(-c4cc(C)cc(C)c4O)n[nH]c3C(=O)N2CCCO)cc(OC)c1OC (stereo unspecified)
25	NC[C@@H]1O[C@@H](O[C@H]2[C@H](O)[C@H](O[C@@H]3O[C@H](CO)[C@@H](O)[C@H](N)[C@@H]3O)[C@@H](N)C[C@H]2N)[C@H](N)C[C@@H]1O
26	N[C@](CC1c2ccccc2Oc2ccccc21)(C(=O)O)[C@@H]1C[C@@H]1C(=O)O
27	N#Cc1ccc(N2CCN(C(=O)c3cccc(F)c3)CC2)c(F)c1
28	O=C1N(c2cccc3ccccc23)C(c2ccccc2)N2CCCN12 (stereo unspecified)
29	CC(/C=C/c1ccc2c(c1)OCO2)=N\NC(=O)C(O)c1ccccc1 (stereo unspecified)
30	COc1ccccc1CNC(=O)c1ccc(-c2ccccc2C(F)(F)F)o1
assay / entry	21	22	23	24	25	26	27	28	29	30
GCN5L2 inh	4%	-10%	-13%	1%	?	-5%	-3%	-2%	-2%	-7%
TDP1 cell noCPT	-5%	2%	?	-26%	nt	-4%	?	-13%	6%	21µM*
TDP1 inh	4%	nt	-3%	6%	16%[21 µM]	-6%[56.1 µM]	-3%	4%	8%	-3%

31	CC(=O)N/C(=C/c1ccccc1)C(=O)N1CCCCC1
32	COC(=O)c1ccc(-c2sc3nc(N4CCOCC4)c4c(c3c2N)CC(C)(C)OC4)o1
33	Cc1c(C(=O)OCC(=O)NCCN2C(=O)CSC2=O)oc2c1ccc1ccccc12
34	CCN(CC)S(=O)(=O)c1ccc(C2CNC(=O)C2)cc1 (stereo unspecified)
35	Cc1ccc(NC(=O)CSc2nc3ccccc3c(=O)n2CCCC(=O)NCCCN2CCOCC2)cc1
36	CCO/N=C(/C)c1c(O)c(C)c(-c2ccccc2)n(-c2ccccc2)c1=O
37	COc1ccc(Cc2nnc(NC(=O)Nc3cccc(OC)c3)s2)cc1
38	COc1ccccc1Nc1nc(NCCCN(C)C)nc(N)c1[N+](=O)[O-]
39	CCn1cc(C(=O)OCC(=O)Nc2cc(Cl)ccc2C)c(=O)c2ccc(C)nc21
40	O=c1c2cc(NC(=S)N3CCCCC3)ccc2nc2n1CCCCC2
assay / entry	31	32	33	34	35	36	37	38	39	40
GCN5L2 inh	-8%	1%	-1%	-7%	-4%	-4%	19%	-9%	-9%	-3%
TDP1 cell noCPT	-14%	?	-25%	-2%	-10%	-21%	-15%	?	-7%	-2%
TDP1 inh	0%	5%	5%	4%	8%	-5%	nt	-1%	2%	0%

41	O=C(NC(Cc1ccccc1)C(=O)O)C1CCN(S(=O)(=O)c2ccccc2C(F)(F)F)CC1 (stereo unspecified)
42	CC(=O)Nc1ccc(-n2c(C)ccc2C)cc1
43	COc1cccc(N2CCCn3c2nc2c3c(=O)n(CCN3CCOCC3)c(=O)n2C)c1
44	CC1CCCC(C)N1C(=O)CSc1nc2ncnc(N)c2[nH]1 (stereo unspecified)
45	COC(=O)C1C(=O)N2CCCSC2=C(C#N)C1c1cccs1 (stereo unspecified)
46	COc1ccc(S(=O)(=O)N2CCN(c3ncccn3)CC2)cc1[N+](=O)[O-]
47	CC(C)(C)OC(=O)N1CCN(C(=O)c2[nH]cnc2C(=O)NCc2ccccc2)CC1
48	CCNC(=O)c1c(NC(=O)Cc2coc3cc(C)ccc23)sc2c1CCCC2
49	Cc1ccc(S(=O)(=O)Nc2ccc3c(c2)C(=O)N([C@H](C)CO)C[C@@H](C)[C@@H](CN(C)C(=O)Nc2cccc4ccccc24)O3)cc1
50	COCCCNC(=O)C[C@H]1C[C@H](C(=O)N2CCOCC2)[C@@]2(C)c3[nH]c4ccc(Cl)cc4c3CCN2C1=O
assay / entry	41	42	43	44	45	46	47	48	49	50
GCN5L2 inh	-17%	-3%	1%	0%	-6%	-4%	0%	-3%	-10%	-1%
TDP1 cell noCPT	5%	?	nt	-4%	-3%	0%	-9%	18µM*	?	-11%
TDP1 inh	nt	-1%	4%	-1%	2%	1%	2%	4%	0%	1%[56.1 µM]

An excerpt from above in order of molecular weight, low to high:
46	COc1ccc(S(=O)(=O)N2CCN(c3ncccn3)CC2)cc1[N+](=O)[O-]
43	COc1cccc(N2CCCn3c2nc2c3c(=O)n(CCN3CCOCC3)c(=O)n2C)c1
41	O=C(NC(Cc1ccccc1)C(=O)O)C1CCN(S(=O)(=O)c2ccccc2C(F)(F)F)CC1 (stereo unspecified)
49	Cc1ccc(S(=O)(=O)Nc2ccc3c(c2)C(=O)N([C@H](C)CO)C[C@@H](C)[C@@H](CN(C)C(=O)Nc2cccc4ccccc24)O3)cc1
assay / entry	46	43	41	49
GCN5L2 inh	-4%	1%	-17%	-10%
TDP1 cell noCPT	0%	nt	5%	?
TDP1 inh	1%	4%	nt	0%

More entries
51	O=C(O)c1oc2ccccc2c1-n1cccc1
52	O=C(c1cc(-c2ccc(F)cc2)on1)N1CCN(c2ccc(F)cc2)CC1
53	Cc1cc(Cl)ccc1NC(=S)Nc1cccnc1
54	CCNC(=O)c1cc2c(=O)n3cccc(C)c3nc2n(Cc2ccc(C)cc2)c1=N
55	CCCN(CCC)CCNC(=O)CS(=O)Cc1nc(-c2ccc(C)cc2)oc1C (stereo unspecified)
56	Cn1nc(-c2ccccc2F)c2cc(C(=O)Nc3cc(F)ccc3F)sc21
57	C=Cn1nc(C)c2ccccc2c1=O
58	CCOC(=O)c1c(C)n(C)c2ccc(OCC(O)Cn3c(C)nc4ccccc43)cc12 (stereo unspecified)
59	CCC(C)C(=O)Nc1cc(Cl)ccc1C(=O)O (stereo unspecified)
60	Cc1ccccc1CS(=O)(=O)CCC(=O)NCCCN1CCOCC1
assay / entry	51	52	53	54	55	56	57	58	59	60
GCN5L2 inh	1%	-7%&-2%	13%	-6%	-20%	-10%	-21%	-25%	3%	-8%
TDP1 cell noCPT	?	?	-14%	16µM*	-6%	?	-10%	18µM*	-20%	0%
TDP1 inh	5%	0%&-1%	0%	1%	1%	-1%	4%	10%	5%	5%

61	O=C(NC1CCCCC1)C(c1ccccn1)N(C(=O)c1csnn1)c1ccccc1 (stereo unspecified)
62	O=[N+]([O-])c1ccc(CSc2ccccn2)cc1
63	O=C(CN1C2=NCCCN2c2ccccc21)c1ccc(Cl)cc1Cl
64	O=C(Cn1c(=O)oc2cc(S(=O)(=O)NCc3ccccc3)ccc21)NCc1ccc(Cl)cc1
65	CCCN1CCN(c2ncnc3sc(C(=O)Nc4ccc(OC(F)(F)F)cc4)c(C)c23)CC1
66	Cc1ccc(SCCNC(=O)c2ccc([N+](=O)[O-])c(C)c2)cc1
67	O=c1c(Cl)c(Cl)cnn1Cc1nnc(-c2ccc(Cl)cc2)o1
68	O=C(NCCC1=CCCCC1)c1c(O)nc2sccn2c1=O
69	COc1ccccc1NC(=O)COC(=O)C1CCCC1
70	CSc1ccccc1NC(=O)c1ccc(C)o1
assay / entry	61	62	63	64	65	66	67	68	69	70
GCN5L2 inh	0%	-1%	2%	-8%	-3%	-15%	-17%	-2%	0%	-1%
TDP1 cell noCPT	-6%	-6%	15µM*	?	21µM*	-28%	0.92µM*	?	-12%	-10%
TDP1 inh	3%[0.0935 µM]	nt	10%	-1%	1%	3%	5%	-8%	0%	4%

71	O=C(COC(=O)COc1ccccc1)Nc1ccc(Br)cc1F
72	Cc1c(N=C/C=C2\N(C)c3ccccc3C2(C)C)c(=O)n(-c2ccccc2)n1C
73	CC(=O)c1cnc2c(-c3ccccc3)c(C(F)(F)F)nn2c1C
74	CC(C)N1CC2=C(OC(N)=C(C#N)C2c2cccnc2)/C(=C/c2cccnc2)C1 (stereo unspecified)
75	Cc1ccccc1N1CCN(C(=S)c2ccc([N+](=O)[O-])cc2)CC1
76	CCCCCCCCn1c(N2CCN(c3cccc(Cl)c3)CC2)nc2c1c(=O)[nH]c(=O)n2C
77	CCCCSc1nnc(-c2ccc(C)cc2)n1C
78	CCOC(=O)C1CCCN(C(=O)c2cccc(S(=O)(=O)N(C)c3ccc(OC)cc3)c2)C1 (stereo unspecified)
79	O=C(CN1CCN(c2ccc(O)cc2)CC1)NCC(=O)Nc1ccc(F)c(F)c1F
80	CC(=O)N(CN1C(=O)C2CC=CCC2C1=O)c1cccc(Cl)c1 (stereo unspecified)
assay / entry	71	72	73	74	75	76	77	78	79	80
GCN5L2 inh	-1%	-8%	-13%	-1%	-4%	-7%	-1%	0%	-4%	-3%
TDP1 cell noCPT	12%	?	-27%	4%	?	?	?	?	?	-26%
TDP1 inh	-2%	5%	-7%	2%	5%	-6%	8%	7%	0%	1%

81	O=C(NCc1cccc(C(F)(F)F)c1)C1CCC(=O)N(C2CCCCCC2)C1 (stereo unspecified)
82	NS(=O)(=O)c1ccc(CCNC(=O)COC(=O)CCSc2ccc(Cl)cc2)cc1
83	CC(Cc1ccccc1)C(=O)NCc1ccncc1 (stereo unspecified)
84	Cc1ccc2sc(-c3ccc(N)cc3)nc2c1
85	O=C(CNS(=O)(=O)c1cccc(C(F)(F)F)c1)Nc1ccccc1F
86	C(=N\Nc1ccccc1)/c1nc2ccccc2s1
assay / entry	81	82	83	84	85	86
GCN5L2 inh	0%	-7%	2%	-4%	-15%	-8%
TDP1 cell noCPT	?	-25%	-2%	?	-3%	-13%
TDP1 inh	2%	-5%	3%&10%	7%	3%	6%

Source: PubChem BioAssay
